TRPN1 ag = zebrafish TRPN1 (NompC) channel agonism; HEK293 zebrafish TRPN1-YFP, Fluo-8 calcium fluorescence; 100% = response to 87 µM carbachol; 220,000 tested, 0.18% active; activation, % at 3 µM; AID 1424;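 active means activation above its plate's cutoff, the mean activation of test wells on that plate plus 3 SD, cut at about 19% in these data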;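 further: 0% = DMSO alone and 100% = 87 µM carbachol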
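Material: zebrafish TRPN1-YFP in HEK293 cells; Doses: single test compound dose, 3 µM nominal, 0.3% DMSO; Timing: dye loading 1 h at 37 °C, then 30 min room temperature; Technique: intracellular calcium fluorescence with Fluo-8; Benchmarks: high carbachol 87 µM, low DMSO alone.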
NPY-Y1 antag = blocks the human neuropeptide Y Y1 receptor. HEK293-CNG Y1 cells, membrane potential fluorescence; NPY at EC95, then isoproterenol. inhibition, % at 3.6 µM. AID 1040. 200,000 tested, 1% active;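 active means inhibition above the campaign mean inhibition of all tested compounds plus 3 SD, cut at about 20% in these data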;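 further: 0% = DMSO wells given NPY plus isoproterenol and 100% = isoproterenol alone without NPY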
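material = HEK293 cells with Y1 receptor plus CNG channel | also added = NPY 25 nM then isoproterenol 1 µM plus Ro 20-1724 25 µM | schedule = dye 3 h, compound 60 min room temperature, stimulation 45 min | measured by = membrane potential fluorescence | benchmarks = high control isoproterenol alone, low control NPY with isoproterenol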
EP2 mod = modulates human prostaglandin E2 receptor EP2 signaling; EP2-expressing cells, cAMP HTRF FRET, PGE2 co-stimulation; induction, % at 25 µM; 260,000 tested, 0.83% active;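 active means compounds whose cAMP rise, as percent of the full-agonist control response, exceeds 60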;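 further: rat C6 glioma line stably carrying human EP2 under a CMV promoter; the protocol text gives 20 µM as final concentration; 100% = response of wells given 1 µM PGE2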
Target sequence (P43116 whole entry, looked up): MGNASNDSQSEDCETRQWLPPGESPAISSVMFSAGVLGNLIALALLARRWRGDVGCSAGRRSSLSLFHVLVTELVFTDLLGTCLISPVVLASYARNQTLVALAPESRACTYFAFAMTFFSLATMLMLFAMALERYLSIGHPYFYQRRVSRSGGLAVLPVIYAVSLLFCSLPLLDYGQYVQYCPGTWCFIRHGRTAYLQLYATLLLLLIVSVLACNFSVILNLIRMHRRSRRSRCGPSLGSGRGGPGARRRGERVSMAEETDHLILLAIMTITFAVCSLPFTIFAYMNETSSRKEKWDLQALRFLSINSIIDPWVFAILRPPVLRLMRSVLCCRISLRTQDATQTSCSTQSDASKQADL
NPY2 pot ag = potentiators or agonists of human neuropeptide Y receptor Y2; P49146; activation, % at 3.6 µM; 220,000 tested, 0.45% active; cells expressing NPY-Y2, potentiator/agonist read-out; in the data active means activation above about 27%;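 further: cells stimulated with NPY near EC25 plus isoproterenol at EC100; 0% = vehicle plus submaximal agonist and 100% = vehicle plus saturating agonist; some results beyond the cut were filed as inactive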
TRPML3 agonist = human mucolipin-3 channel agonism. 220,000 tested, 0.29% active. Q8TDD5. activation, % at 3 µM. HEK293 TRPML3-YFP, Fluo-8 calcium fluorescence; 100% = the carbachol control signal;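 active means activation above its plate's cutoff, the mean activation of the plate's test wells plus 3 SD, cut at about 12% in these data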;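 further: 0% = DMSO only wells and 100% = carbachol wells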
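Material: HEK293 cells stably carrying human TRPML3-YFP; compound dosing: single dose, 3 µM final nominal compound, 0.3% DMSO final; incubation: 1-h 37 °C dye load, 5-s basal, 120-s post-compound reads; technique: Fluo-8 intracellular calcium fluorescence, excitation 470-495 nm, emission 515-575 nm; read-out basis: percent activation from peak-to-basal fluorescence ratio, scaled between DMSO and carbachol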
CHOP inhibitor = CHOP inhibition in unfolded protein response. CHO-K1 CHOP-promoter luciferase, tunicamycin-induced, 15-18 h. inhibition, % at 10 µM. 220,000 tested, 3.8% active. AID 2732;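 active means compounds that reduced the stress-induced luciferase reporter signal by more than about 70% of percent inhibition, limit read from the data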;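 further: 0% = tunicamycin plus vehicle and 100% = wells without tunicamycin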
S1P4 ag = activates the human S1P4 receptor; O95977; 220,000 tested, 0.35% active; S1P4-expressing cell line, agonist reporter assay; AID 1509; activation, % at 4.98 µM; in the data active means activation above about 11%;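 further: 0% = DMSO vehicle and 100% = reference agonist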
Target sequence (O95977 whole entry, looked up): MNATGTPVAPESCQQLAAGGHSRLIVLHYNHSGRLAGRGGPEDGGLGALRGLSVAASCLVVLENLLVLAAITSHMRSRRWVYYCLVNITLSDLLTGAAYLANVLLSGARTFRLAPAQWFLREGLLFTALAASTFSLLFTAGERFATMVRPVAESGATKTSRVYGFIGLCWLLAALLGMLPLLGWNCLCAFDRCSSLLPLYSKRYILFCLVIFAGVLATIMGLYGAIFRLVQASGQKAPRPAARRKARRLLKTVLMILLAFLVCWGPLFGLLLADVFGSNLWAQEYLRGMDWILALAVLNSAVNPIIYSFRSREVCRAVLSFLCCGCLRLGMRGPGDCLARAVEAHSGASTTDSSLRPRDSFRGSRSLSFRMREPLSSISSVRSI
NPY-Y1 PAM-ag = potentiates or activates human NPY-Y1 receptor. 220,000 tested, 0.37% active. P25929. NPY-Y1 expressing cells, potentiator/agonist activation. activation, % at 3.6 µM. AID 1304; in the data active means activation above about 33%, passing the limit was not always enough;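 further: cells stimulated with NPY at EC10 then isoproterenol at EC100; 0% = low agonist plus stimulus and 100% = saturating agonist plus stimulus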
S1P4 antagonist = antagonists of human S1P4 receptor | inhibition, % at 4.98 µM | S1P4-expressing cells, antagonist mode, reporter read-out | AID 1510 | O95977 | 220,000 tested, 0.26% active; in the data active means inhibition above about 29%;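 further: 0% = wells stimulated with agonist and 100% = vehicle wells without agonist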
* hit, by the source's call; / = not tested or not shown; & = joins results of further samples.

Every second line gives: CHOP inhibitor, NPY-Y1 antag, EP2 mod, S1P4 ag, S1P4 antagonist, TRPN1 ag, NPY-Y1 PAM-ag, NPY2 pot ag, TRPML3 agonist
CC1CCc2c(sc(/N=C/c3cccnc3)c2C(N)=O)C1 (configuration not stated)
    7, /, -70, 1.1, 8, 0.7, -5, -21, -0.5
O=C1/C(=C/c2cccs2)Sc2ccccc21
    30, 3, 17, -1.1, -6, 0.1, 11, 7, 0.8
O=C(COC(=O)C1=COCCO1)Nc1ccccc1Oc1ccccc1
    -15, 5, 7, 2.7, -14, -0.8, 30, -2, -0.7
CCOc1cc(/C=C(\C#N)C(=O)NCC2CCCO2)ccc1O (configuration not stated)
    15, 1, 9, -2.2, 0, -0.2, -3, -4, -0.2
COc1ccc(C2C(C#N)=C(N)Nc3nc4ccccc4n32)cc1 (configuration not stated)
    33, 5, -29, -0.4, -15, -0.1, -19, -8, 0.4
CCc1ccccc1N(CC)C(=O)CCc1nc(-c2ccc(C)cc2)no1
    60, 8, 20, 2.2, -43, -1.9, -30, -19, -0.7
CC(=C1C(=O)c2ccccc2C1=O)N1CCN(Cc2ccccc2)CC1
    27, 1, -3, 1.6, -18, -1.1, -8, 2, 0.8
O=C(/C=C/c1ccc(F)cc1)N1CCCc2ccccc21
    -32, 2, -9, 0.2, -2, 0.1, -28, -10, 0.0
CC(=O)N(Cc1ccccc1)c1ncc2c(n1)c(=O)c(C#N)c1ccccn12
    4, 0, -16, -0.4, 4, 0.6, 8, 2, 1.4
Cc1cccc(N2CCN(C(=O)C3CCN(S(=O)(=O)N4CCOCC4)CC3)CC2)c1C
    29, -4, 12, -0.5, -11, 2.8, 10, -13, 2.9
CCC(=O)Nc1ccc(C=C(C(C)=O)C(C)=O)cc1
    0, /, 1, 1.0, -5, 0.3, -7, -20, 0.5
Cc1cccc(CN2CCN(CC(=O)NCCCN3CCN(c4ccc(F)cc4)CC3)C2=O)c1
    48, 4, 1, 0.7, -12, -0.1, -20, -6, 0.9
O=C(CN1C(=O)C2C3C=CC(C3)C2C1=O)Nc1cccc(S(=O)(=O)N2CCCC2)c1 (configuration not stated)
    24, 7, 5, 3.8, -12, 0.5, 4, -2, 0.5
COc1ccccc1N1CCN(C(=O)c2cc(C3CC3)on2)CC1
    6, -3, 22, 0.8, -8, 1.0, 8, -1, 0.4
O=C(CNS(=O)(=O)c1ccc(F)cc1)N1CCN(c2ccccc2)CC1
    80*, 10, -2, 1.1, -13, 2.0, 8, -7, 0.1
Cc1occc1C(=O)N1CCN(C(c2ccccc2)c2ccccc2)CC1
    5, 11, 32, 0.3, -1, -2.2, -10, -6, -0.8
CC1=C(C(=O)Nc2ccccc2)C(c2ccccn2)n2ncnc2N1 (configuration not stated)
    29, 1, 4, -0.8, -1, -1.5, -1, 10, 1.0
C=C(C)CSc1nnc([C@@H]2CCCN2C(=O)OC(C)(C)C)o1
    1, -8, 17, -0.2, -17, -0.5, -7, 4, 0.7
Cc1cc(Cl)ccc1OCC(=O)Nc1ccccc1NS(=O)(=O)c1cccs1
    21, /, -11, 1.2, -10, 6.1, -2, 3, 0.7
CC(=O)C1=C(O)C(=O)N(c2ccc(S(=O)(=O)Nc3nccs3)cc2)C1c1ccc([N+](=O)[O-])cc1 (configuration not stated)
    7, 3, 18, 0.9, 1, -1.1, -9, 2, -0.1
O=C(COC(=O)CNC(=O)C1CCCCC1)Nc1ccc2ccccc2c1
    44, 4, 22, -0.5, 24, 0.3, -14, -3, -0.1
C#CCOCCOCCOCCNc1nc(N2CCN(C(=O)[C@H](Cc3ccc(O)cc3)n3cc([C@@H](N)CC(C)C)nn3)CC2)nc(N2CCN(C(=O)[C@H](Cc3cc4ccccc4[nH]3)n3cc([C@@H](N)CC(C)C)nn3)CC2)n1
    -8, -1, 13, 0.3, 1, 1.2, 1, 7, 1.1
Fc1ccc(CSc2nnc(CN3CCOCC3)n2-c2ccccc2)c(Cl)c1
    -12, 9, -10, 0.9, 14, 0.6, -22, -10, 0.2
O=C(COC(=O)Cn1cnc2ccccc21)Nc1ccc2c(c1)C(=O)c1ccccc1C2=O
    -5, 0, -28, -1.2, -14, -1.1, 10, 7, 0.4
Cc1cc(C)n(-c2ccc3nncn3n2)n1
    6, -1, 12, -0.1, -12, -0.4, -6, -4, 0.0
O=C(NCc1ccco1)C1CC2CCC1C2 (configuration not stated)
    6, -3, -7, -0.1, -2, 0.1, 2, 0, 1.1
CCc1nc(NCCC(C)C)c(C#N)c2c1CCCC2
    36, 2, 43, -1.3, -7, 0.0, 10, 1, 0.8
CCOC(=O)C1(Cc2ccc(OC)cc2)CCN(C(=O)Cc2cccnc2)CC1
    -8, 1, -3, 1.4, -3, 1.2, 14, -8, 1.3
O=S(=O)(c1cccc(C(F)(F)F)c1)N1CCC(O)(c2cccnc2)CC1
    18, 5, -13, 2.5, -16, 0.4, -3, -15, -0.7
CCOC(=O)CC(=O)CSc1nc(-c2ccccc2)cc(-c2ccc(Cl)cc2)c1C#N
    -4, -1, 10, 1.5, -6, 2.0, 4, -13, 0.3
COc1cccc(OCCCCSc2ncccn2)c1
    53, 12, 3, 2.1, -1, -1.5, -32, 4, -0.2
O=C1NCCNC1(c1c[nH]c2ccccc12)C(F)(F)F (configuration not stated)
    45, 0, 0, 2.8, -1, 1.3, 8, 9, 0.4
S=c1nc(-c2cccc(Br)c2)[nH][nH]1
    -19, -7, 2, -0.5, -4, -0.3, 1, 21, 0.7
CN(C)S(=O)(=O)n1cnc2ccccc21
    1, 4, 12, 1.8, -14, 2.3, -6, 6, 10
O=C(Nc1ccc2c(c1)OCCO2)c1ccc(Cl)c(S(=O)(=O)N2CCOCC2)c1
    -11, 1, -30, 1.0, 5, 6.1, -23, 20, 2.5
Cc1cccc(C)c1NC(=O)CSc1nnc(-c2ccco2)c(-c2ccco2)n1
    -2, 7, 23, -1.5, -7, 0.8, -1, -27, 0.3
CCSC1=NCCN1S(=O)(=O)c1ccc(Cl)cc1
    18, 1, -22, 0.3, 9, -1.7, 10, 7, -1.0
COc1ccc(C(=O)/C=C/C(=O)N(CC(=O)NC2CCCCC2)Cc2ccc(F)cc2)c(O)c1
    108*, 4, -77, 0.6, 2, -1.2, -3, -16, -0.7
CC1CCN(S(=O)(=O)c2ccc(S(=O)(=O)N3CCC4(CC3)OCCO4)cc2)CC1
    -5, 4, 15, -0.7, -8, 0.7, 4, 6, -0.3
COC(=O)c1ccc2c(=O)n(Cc3ccc(C(=O)NC4CCCC4)cc3)c(=S)[nH]c2c1
    85*, 3, 8, 1.0, 0, 0.8, 4, -6, 0.2
Cc1ccc(C(C)C)c(OC/C(O)=C(\C#N)c2nc3ccccc3[nH]2)c1
    -11, /, 36, 1.0, -14, 1.8, -8, -17, 0.8
COc1ccc(N2CC(C)(C)C2=O)cc1
    -10, 4, 12, -0.1, -19, 0.5, 16, -9, 1.2
Cc1cccc(C)c1OCC(=O)N/N=C/c1cccn1C
    8, -1, -46, 1.7, -2, -0.2, 3, 6, 1.4
Cc1cc(Cl)ccc1OC(C)C(=O)Nc1ccc(S(=O)(=O)Nc2cnc3ccccc3n2)cc1 (configuration not stated)
    57, -6, -31, 0.0, 2, -1.2, 33, -1, -0.3
CN(C)CC/C=C1/c2ccccc2Sc2c(O)cc(Cl)cc21
    24, 10, -38, -2.4, -6, 1.0, -20, -6, -0.5
COc1ccc2c(c1)CCc1c(C(=O)N3CCc4ccccc4C3)noc1-2
    9, 11, -4, -0.6, 0, 0.8, -45, -14, -0.1
CCCOc1cccc(C2C(C(=O)c3cccs3)=C(O)C(=O)N2Cc2cccnc2)c1 (configuration not stated)
    -2, /, 4, -0.2, 10, 1.7, 2, -13, 0.7
COc1ccccc1/C=C\C=N\n1c(C2CCCCC2)n[nH]c1=S
    108*, -1, 24, -2.1, 13, -1.0, -7, 11, -0.6
CCOC(=O)c1sc(NC(=O)CNC(=O)Cn2cnc3sc(C)c(C)c3c2=O)nc1C
    69, -1, 5, -0.3, -6, 1.2, -33, -6, 1.1
CCCn1c(N2CCN(CC(=O)c3c(C)n(C)c4ccc(OC)cc34)CC2)nc2c1c(=O)[nH]c(=O)n2C
    44, -4, 19, -0.9, 3, 0.5, 10, -6, -0.7

New compounds follow:
Every second line gives: CHOP inhibitor, NPY-Y1 antag, EP2 mod, S1P4 ag, S1P4 antagonist, TRPN1 ag, NPY-Y1 PAM-ag, NPY2 pot ag, TRPML3 agonist
Cc1ccc2nc(SC(C)C(=O)N3CCCCC3)[nH]c2c1 (configuration not stated)
    8, 5, -4, 1.1, 5, -0.8, -12, -12, 0.7
COc1ccc(NC(=O)CN2CCN(c3nc(-c4ccc(F)cc4)cs3)CC2)c(OC)c1
    0, 3, -74&-55, 0.9, -2, 1.9, -13, -11, 0.4
COC(=O)c1ccccc1NC(=O)Nc1cccc(C)n1
    19, -5, 0, -1.0, -32, 0.4, 2, -3, 1.4
FC(F)(F)c1cnc(N/N=C/c2ccncc2)c(Cl)c1
    -5, /, -1, 0.6, 5, 1.0, 0, -6, 1.1
CCOc1cc(CNc2ccc3c(c2)OCCO3)cc(Br)c1OCC
    -3, 20, 9, -1.1, -17, -2.0, -20, -35, -0.9
CN(C)c1ccc(/C=C2\C(=O)N(c3ccc([N+](=O)[O-])cc3)N=C2N2CCOCC2)cc1
    /, -1, /, 2.6, -5, 1.3, -8, 3, 1.2
O=C(Nc1ccc(-c2nc3ccccc3[nH]2)cc1)c1c(F)c(F)c(F)c(F)c1F
    -19, 7, -13, -0.7, 15, 2.0, 0, 5, 0.8
Cn1ncc2c(Nc3ccc(-c4ccccc4)cc3)ncnc21
    /, 1, -44&-87, 1.6, -1, 0.2, 9, 8, 0.8
CCc1ccccc1NC(=O)CSC1=C(C#N)C(c2ccc3c(c2)OCO3)C2=C(CCCC2=O)N1 (configuration not stated)
    31, 0, -11, -1.0, -6, 1.4, 6, 2, -0.3
COc1ccc(OC)c(/C=N/NC(=O)CCc2c(C)n[nH]c2C)c1
    -1, /, -9, 2.2, -8, 0.1, 8, 10, 0.8
CC1CCCN(c2cc3c(cc2[N+](=O)[O-])C(=O)N(c2ccccc2)C3=O)C1 (configuration not stated)
    27, 1, 8, -0.5, -3, -0.2, -26, 16, 0.7
Cc1noc(C)c1COc1ccc(C(=O)OCC(=O)NC2CCCCC2C)cc1 (configuration not stated)
    15, -2, 4, -0.5, -5, 7.7, -17, 1, 2.8
O=C(N/N=C/c1c[nH]c2ccccc12)c1ccn(Cc2ccc(Cl)cc2Cl)n1
    3, -2, -45, -1.2, 6, 0.6, 31, 17, 2.1
COc1ccc(NC(=O)Nc2ccccc2C)c(OC)c1
    0, 2, 4, 0.0, 0, 0.8, 22, 1, 0.3
O=C(c1ccccc1)N(Nc1ccccc1)c1ccccc1
    -1, 1, 33, 0.6, -31, -1.1, 18, 4, -1.2
Cn1nc(-c2ccc(Cl)cc2)c2cc(C(=O)N3CCN(c4ccccc4)CC3)sc21
    50, -1, -3, 1.8, -30, 0.5, -5, -2, 0.8
